L3MBTL1 inh: qHTS Assay for the Inhibitors of L3MBTL1; AlphaScreen L3MBTL1–H3K9me1 peptide binding; Potency, µM (top dose mostly 57.1 µM), for the others: top-dose activity, negative = inhibition, hits mostly inhibitors; hit rate 0.66% among 230,000; AID 485360, 2010; active means well fitted inhibition curve with a large enough effect; inconclusive means small, poorly fitted or top-dose-only effect; inactive means no such curve, though single readings can be large or run the other way; further: nearly all actives have a fitted effect of over 60% in size
Target sequence (Q9Y468 whole entry, looked up): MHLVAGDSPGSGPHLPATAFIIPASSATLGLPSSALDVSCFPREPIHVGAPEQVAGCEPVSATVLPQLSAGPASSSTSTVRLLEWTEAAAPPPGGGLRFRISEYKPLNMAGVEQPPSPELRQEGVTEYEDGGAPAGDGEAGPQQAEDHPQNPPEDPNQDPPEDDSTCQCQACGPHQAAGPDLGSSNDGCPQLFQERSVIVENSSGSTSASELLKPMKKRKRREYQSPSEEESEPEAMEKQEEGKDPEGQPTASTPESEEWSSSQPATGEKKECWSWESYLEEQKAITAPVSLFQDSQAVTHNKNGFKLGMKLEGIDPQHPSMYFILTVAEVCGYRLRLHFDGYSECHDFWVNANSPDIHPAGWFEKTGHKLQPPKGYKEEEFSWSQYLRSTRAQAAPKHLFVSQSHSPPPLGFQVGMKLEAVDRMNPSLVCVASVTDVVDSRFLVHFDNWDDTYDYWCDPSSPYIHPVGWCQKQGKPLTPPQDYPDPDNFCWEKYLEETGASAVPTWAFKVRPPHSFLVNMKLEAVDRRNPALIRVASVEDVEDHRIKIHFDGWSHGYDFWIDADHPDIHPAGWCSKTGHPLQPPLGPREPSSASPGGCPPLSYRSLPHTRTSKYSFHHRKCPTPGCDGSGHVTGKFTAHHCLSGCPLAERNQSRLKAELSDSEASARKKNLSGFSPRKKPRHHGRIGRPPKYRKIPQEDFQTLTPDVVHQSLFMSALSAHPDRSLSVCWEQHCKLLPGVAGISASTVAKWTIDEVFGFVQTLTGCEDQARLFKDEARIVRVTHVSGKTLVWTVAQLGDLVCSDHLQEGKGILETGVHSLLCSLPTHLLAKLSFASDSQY
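AlphaScreen assay: L3MBTL1 (50 nM final) was preincubated 30 min at room temperature with biotinylated H3(1-15)K9me1 peptide (75 nM final), then 30 min with library compounds; streptavidin donor and nickel chelate acceptor beads (10 ug/mL final) added, 30 min dark.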
* hit, by the source's call; ? = inconclusive; [ ] = another dose, or the depositor's remark. On the % scale 0 is the no-effect control and ±100 the full control effect; potency means the concentration at half of the fitted maximal effect.

Preview:
canonical_smiles | L3MBTL1 inh
CC(=O)Nc1cccc(NC(=O)c2cccc(S(=O)(=O)N3CCN(Cc4ccccc4)CC3)c2)c1 | -2%
CCc1cccc(C)c1NC(=O)CCCN1C(=O)NC(C)(C)C1=O | 1%
CN1CCC(CNC(=O)Nc2ccccc2)(c2ccccc2)CC1 | 0%
COc1ccccc1-n1c(SC(C)C(=O)NCC2CCCO2)nc2cc(Cl)ccc2c1=O (stereo not drawn) | 5%
Cc1ccc(S(=O)(=O)CCC(=O)OCCOc2cccc(Br)c2)cc1 | 23%
COc1ccc(NC(=O)N(C)C[C@H]2Oc3ccc(NC(=O)Nc4ccc(C(F)(F)F)cc4)cc3C(=O)N([C@H](C)CO)C[C@@H]2C)cc1 | -9%
N#Cc1ccccc1OCC(=O)OCC(=O)c1c[nH]c2ccccc12 | 0%

This part in full, from the first entry:
canonical_smiles | L3MBTL1 inh
CC(=O)Nc1cccc(NC(=O)c2cccc(S(=O)(=O)N3CCN(Cc4ccccc4)CC3)c2)c1 | -2%
CCc1cccc(C)c1NC(=O)CCCN1C(=O)NC(C)(C)C1=O | 1%
CN1CCC(CNC(=O)Nc2ccccc2)(c2ccccc2)CC1 | 0%
COc1ccccc1-n1c(SC(C)C(=O)NCC2CCCO2)nc2cc(Cl)ccc2c1=O (stereo not drawn) | 5%
Cc1ccc(S(=O)(=O)CCC(=O)OCCOc2cccc(Br)c2)cc1 | 23%
COc1ccc(NC(=O)N(C)C[C@H]2Oc3ccc(NC(=O)Nc4ccc(C(F)(F)F)cc4)cc3C(=O)N([C@H](C)CO)C[C@@H]2C)cc1 | -9%
N#Cc1ccccc1OCC(=O)OCC(=O)c1c[nH]c2ccccc12 | 0%
CC(C)(C)OC(=O)C[C@H]1C/C=C\C[C@@H](CC(=O)N(CCO)Cc2ccccc2)C(=O)N2CCC[C@@H]2COC1=O | 5%
COc1ccc2oc(C(=O)OCC(=O)NCC3CCCO3)c(C)c2c1 (stereo not drawn) | -2%
CC(C)COc1ccc(C(=O)NNC(=O)c2ccc(=O)[nH]c2)cc1 | 5%
COc1ccc(S(=O)(=O)NCC(c2ccc(F)cc2)N2CCN(C)CC2)cc1 (stereo not drawn) | -2%
COc1ccc(S(=O)(=O)N2CCC(C(=O)N(C)Cc3ccc(C)o3)CC2)cc1OC | -9%
O=C(Nc1ccc(N2CCOCC2)cc1)c1ccc(Cl)c(S(=O)(=O)N2CCCC2)c1 | -8%
CCOC(=O)C1=C(CCc2ccccc2)NC(=O)NC1c1cccc([N+](=O)[O-])c1 (stereo not drawn) | -13%
COCCNC(=O)Cn1nc(-c2ccccc2C)ccc1=O | 4%[2.29 µM]
COC(=O)C(Cc1ccccc1)NC(=O)CNC(=O)c1ccc(Br)o1 (stereo not drawn) | 5%
CC(=O)N1c2ccc(S(=O)(=O)N3CCCC(C(=O)Nc4cc(C)cc(C)c4)C3)cc2CC1C (stereo not drawn) | -4%
O=C(COC(=O)c1ccc[n+]([O-])c1)Nc1ccccc1OC(F)F | 6%
O=C(Nc1nc(-c2ccccn2)cs1)c1ccc(F)c(S(=O)(=O)N2CCOCC2)c1 | ?
CCC(CO)NCc1ccc(OCC(O)c2ccccc2)c(OC)c1 (stereo not drawn) | 1%
CCCCC(=O)NC(c1ccccc1)c1ccc2cccnc2c1O (stereo not drawn) | -28%
CC[C@@H](C)[C@@H]1CN([C@@H](C)CN2CCC[C@H]2CN2C(N)=NC[C@H]2CC(C)C)C(=N)N1CCc1ccc(Cl)c(Cl)c1 | 0%
N#Cc1ccccc1S(=O)(=O)N1CCN(Cc2c(O)ccc3ccccc23)CC1 | -2%
CC(C)(C)C(=O)NC(=S)Nc1ccc(Cc2ccncc2)cc1 | -17%
Cc1ccc(SCC(=O)NNC(=O)CNC(=O)c2ccc(Br)cc2)cc1 | 0%
CC(C(=O)NCc1ccccc1)N1C(=O)c2ccccc2C1=O (stereo not drawn) | -2%
COc1ccc2oc(C(=O)OC(C)C(=O)N3C(C)CCCC3C)c(C)c2c1 (stereo not drawn) | -2%
COc1ccc(S(=O)(=O)NCc2cccnc2)cc1OC | -1%
COc1ccc(NC(=O)CSCC(=O)Nc2ccc(S(=O)(=O)N3CCOCC3)cc2)cc1 | 6%
O=C1NC(c2ccc(Br)cc2)Oc2ccccc21 (stereo not drawn) | 0%
CCCCN(C(=O)C1=NN(c2ccccc2)C(=O)CC1)c1c(N)n(CC(C)C)c(=O)[nH]c1=O | -2%
COc1ccc([C@@H]2[C@@H]3C(=O)N(C(C)(C)C)C(=O)[C@@H]3[C@]3(CC(C)C)C(=O)N(c4cccc(F)c4)C(=O)N23)cc1 | 6%
CCCN(C(=O)c1cc(C)ccc1C)c1c(N)n(Cc2ccccc2)c(=O)[nH]c1=O | 4%
COc1ccc(C(=O)Nn2c(CC(C)C)nc3cc(Cl)ccc3c2=O)c(OC)c1 | 5%
CSCCC(NS(=O)(=O)c1ccc(C)cc1)C(=O)NC1CCCCCC1 (stereo not drawn) | 20%
O=C(CSc1ncnc2ccccc12)N1CCNC1=O | 3%
Cc1ccc(NC(=O)CSc2nc3[nH]ncc3c(=O)[nH]2)cc1Cl | 6%
CC(=O)NCCC(=O)Nc1cc(S(=O)(=O)N2CCCCC2)ccc1N1CCCCC1 | ?
CCOC(=O)N1CCN(S(=O)(=O)c2ccc(Br)cc2)CC1 | 0%
O=C(CSC1=NS(=O)(=O)c2ccccc2N1)c1ccccc1 | -3%
CCN(C(=O)CSc1nc2ccc(OC)cc2[nH]1)c1c(N)n(Cc2ccccc2)c(=O)[nH]c1=O | 1%
C[C@@H]1COC(=O)[C@@H](Cc2ccc(F)cc2)C/C=C\C[C@H](CC(=O)N(CCO)Cc2ccccc2)C(=O)N1 | -3%
O=C(CN1CCOCC1)Nc1ccccc1F | 5%
Cc1ccc2nc(SCC(=O)N3CCC(Cc4ccccc4)CC3)nc(=O)n2c1 | -18%
COc1ccc(/C=N/Nc2cc(N3CCOCC3)nc(C)n2)c(OC)c1 | -3%
O=C(CN1C(=O)NC2(CCCC2)C1=O)NCc1ccc(F)cc1 | 10%
O=CN1CCN(CC(O)Cn2c3ccccc3c3ccccc32)CC1 (stereo not drawn) | 6%
COc1ccc([C@H]2CC(=O)C=C(c3cccc(NC(C)=O)c3)C2)cc1 | -10%
C=CCNC(=O)N1CCCC(C(=O)c2cccc(OC(C)C)c2)C1 (stereo not drawn) | 3%
CCN1C(=O)[C@H]2[C@@H](c3ccc(-c4ccc(F)cc4)c(OC)c3)N[C@@](Cc3ccccc3)(C(=O)OC)[C@H]2C1=O | -1%
COc1ccccc1CCN1CCCC(CN(C)Cc2ccc(OCCO)cc2)C1 (stereo not drawn) | -6%
CC(CCN1CCN=C1N(C)C)c1ccccc1 (stereo not drawn) | -13%
CC[C@@]1(C(=O)OC)N[C@H](CN(C)S(=O)(=O)c2ccc(C(C)(C)C)cc2)[C@@H]2C(=O)N(Cc3ccccc3)C(=O)[C@@H]21 | 1%
Cc1ccc(NC(=O)CNC(=O)c2cccs2)nc1 | 8%
Cc1cc(=O)oc2c3c(cc(OCC(=O)Nc4cccnc4)c12)OC(C)(C)CC3 | 3%
CC(NC(=O)c1ccncc1)c1ccccc1 (stereo not drawn) | 2%[2.29 µM]
CCCc1cc(=O)n2[nH]c(C)c(-c3ccc(Cl)cc3)c2n1 | 11%
Cc1ccc(OCCCC(=O)N2CCN(S(=O)(=O)c3cccc(F)c3)CC2)cc1 | 11%
O=C(N/N=C/c1ccc(N2CCOCC2)cc1)c1ccncc1 | -1%
CCCn1c(C(C)Nc2nc(-c3ccc(C)cc3)cs2)nc2ccccc21 (stereo not drawn) | -7%

Other structures follow.
Molecule | L3MBTL1 inh
COC(=O)c1c(-c2ccc(SC)cc2)sc2ccc(OC)cc12 | 41%[activator]
Cc1ccc(-n2c(C)cc(C(=O)OCC(=O)N3CCOCC3)c2C)cc1 | -4%
COc1ccc2c(C(=O)c3ccc(C)cc3)n(CCC(N)=O)[n+]([O-])c2c1 | -1%
COc1cccc(NC(=O)CN(C)S(=O)(=O)/C=C/c2ccccc2)c1 | 8%
COc1ccc(C(=O)Nc2cc3c4c(c2)CC(=O)N4CCC3)c(OC)c1 | -2%
Cc1ccc(S(=O)(=O)N2CCC(C(=O)Nc3ncccc3O)CC2)cc1 | 0%
CCN(C[C@H]1N[C@@](Cc2ccccc2)(C(=O)OC)[C@H]2C(=O)N(Cc3ccccc3)C(=O)[C@@H]12)S(=O)(=O)c1ccc(OC)cc1 | -10%
C[C@H](CO)N1C[C@H](C)[C@@H](CN(C)C(=O)NC2CCCCC2)Oc2ccc(NC(=O)NC3CCCCC3)cc2C1=O | 2%
CC(C)=CCC/C(C)=C/CNC(=O)CC1C[C@H](C(=O)N2CCOCC2)[C@@]2(C)c3[nH]c4ccccc4c3CCN2C1=O (stereo partly drawn) | 8%
CN(Cc1ccccc1)S(=O)(=O)c1ccc(Cl)c(C(=O)N2CCC2)c1 | 2%
COc1ccccc1CN(C)C(=O)c1ccccc1SCC(=O)N1CCCC1 | -2%
O=C(COC(=O)Cn1nnc(-c2ccccc2)n1)Nc1cc(F)ccc1F | 2%
CC[C@]12c3[nH]c4ccc(OC)cc4c3CCN1C(=O)C(CC(=O)NCc1ccco1)C[C@@H]2C(=O)N1CCN(C(=O)c2ccco2)CC1 (stereo partly drawn) | 2%
Cc1ccc(CN2CCN(C(=O)CCc3ccccc3)CC2)cc1 | 2%
COc1cc2ccccc2cc1C(=O)Nc1ccncc1 | 0%
O=C1NC(=O)c2cc(NC(=O)c3cccc4ccccc34)ccc21 | -5%
CC(C)(C)c1nnc(NC(=O)COc2ccc3c(c2)OCO3)s1 | -11%
Cc1ccc(O)c(C(=O)CC(=O)c2ccc(C(C)(C)C)cc2)c1 | 11%[2.29 µM]
Cc1cnc(C(=O)N2CCN(S(=O)(=O)c3ccc(F)c(F)c3F)CC2)cn1 | 13%
O=C(Cn1cnc([N+](=O)[O-])n1)c1ccccc1 | 4%
Cc1cccc(N2CCN(C(=O)c3ccccc3OCc3c(C)noc3C)CC2)c1C | -9%
CN(C(=O)c1ccc(Cl)cc1)C1CCS(=O)(=O)C1 (stereo not drawn) | ?
O=C(NCc1ccccn1)c1ccc(NS(=O)(=O)c2cccc([N+](=O)[O-])c2)cc1 | 8%
O=C(NCCC(=O)N1CCN(S(=O)(=O)c2ccc(Cl)cc2)CC1)Nc1ccccc1 | 1%
CC(Oc1cccc(Cl)c1)C(=O)Nc1ccccc1N1CCCCC1 (stereo not drawn) | 15%
CC(=O)c1cccc(OCC(=O)OCC(=O)Nc2cc(S(=O)(=O)N3CCCCC3)ccc2C)c1 | -6%
CCOC(=O)N1CCN(S(=O)(=O)c2ccc(OC)c(Br)c2)CC1 | 0%[2.29 µM]
COc1ccc(N/C=C/C(=O)c2cc(OC)c(OC)c(OC)c2)cc1 | 0%[2.29 µM]
O=C(OCC(=O)N1CCCCC1)c1n[nH]c(=O)c2ccccc12 | 7%
N#Cc1ccc(C(=O)OCC(=O)N2CCCCCC2)cc1 | 7%

Five records picked at random from those above:
Molecule | L3MBTL1 inh
O=C(OCC(=O)N1CCCCC1)c1n[nH]c(=O)c2ccccc12 | 7%
CC(Oc1cccc(Cl)c1)C(=O)Nc1ccccc1N1CCCCC1 (stereo not drawn) | 15%
COc1ccc(N/C=C/C(=O)c2cc(OC)c(OC)c(OC)c2)cc1 | 0%[2.29 µM]
CN(C(=O)c1ccc(Cl)cc1)C1CCS(=O)(=O)C1 (stereo not drawn) | ?
O=C(NCCC(=O)N1CCN(S(=O)(=O)c2ccc(Cl)cc2)CC1)Nc1ccccc1 | 1%

(continued)
Molecule | L3MBTL1 inh
O=C(COC(=O)c1cc[n+]([O-])cc1)Nc1ccc(Br)cc1 | 3%
CN(CC(=O)Nc1c(Cl)cccc1Cl)C(=O)CCc1nc2sc3c(c2c(=O)[nH]1)CCCC3 | ?
COc1cc(NC(=O)CSc2nc(=O)n(CCN3CCOCC3)c3c2CCCC3)cc(OC)c1 | -3%
CC(C)CN(C(=O)C(C)N1C(=O)c2ccccc2C1=O)c1c(N)n(Cc2ccccc2)c(=O)[nH]c1=O (stereo not drawn) | 10%
COCCNc1nnc(SCC(=O)NC(=O)c2ccc(Cl)cc2)s1 | -1%
COc1ccccc1C(=O)NNC(=O)c1cccc(O)c1 | -2%
CC(Sc1n[nH]c(-c2cccs2)n1)C(=O)N1CCCC1 (stereo not drawn) | 28%
CSCCC(NC(=O)COc1ccccc1)C(=O)N(C)CC(=O)Nc1ccc(C)cc1 (stereo not drawn) | 0%
CCN(CC(=O)Nc1ccc2c(c1)OCCO2)C(=O)CCc1ccccc1Cl | -1%
NC(=O)CSc1nc2cc(S(=O)(=O)N3CCOCC3)ccc2o1 | -9%
Cc1ccc(Oc2ccccc2NC(=O)CSCC(=O)Nc2cc(C)on2)cc1 | -13%
Cc1cccc(C(C)C)c1NC(=O)COC(=O)C1CC(=O)N(Cc2ccccc2)C1 (stereo not drawn) | -6%
CC(OC(=O)c1cccc(-n2cnnn2)c1)C(=O)c1ccccc1 (stereo not drawn) | 3%
COc1ccccc1C(=O)NCCC(=O)Nc1ccncc1 | 1%
O=C(NCC(=O)N1CCN(C/C=C/c2ccccc2)CC1)c1ccc(Br)cc1 | -6%
CCCn1nnnc1NCc1ccccc1Cl | -4%
COc1ccccc1NS(=O)(=O)c1ccc(C)c(C(=O)NCC(c2ccco2)N(C)C)c1 (stereo not drawn) | -2%
COCCCn1c(SCC(=O)N2CCOCC2)nc2cc(Cl)ccc2c1=O | 0%
COc1cc(/C=C/C(=O)NNC(=O)c2cccc(S(=O)(=O)N(C)C)c2)cc(OC)c1OC | 7%
Cc1cc(=O)[nH]c(SCC(=O)c2ccc(O)c(O)c2)n1 | ?
COc1ccc2oc(C(=O)Nc3nc(-c4ccccn4)cs3)c(C)c2c1 | 25µM*
O=[N+]([O-])c1cc([N+](=O)[O-])c(Oc2cc(F)ccc2F)cc1NN1CCCCC1 | -4%
O=C(CN1CCN(S(=O)(=O)c2ccc(F)cc2)CC1)Nc1ccc(Cl)cn1 | 0%

Compound activity as filed in PubChem BioAssay.

A portion of the library (hit frequency here may not be typical).
